Rad51 HR inh: blocks human Rad51 in homologous recombination. Q06609. hRad51 DNA strand exchange, fluorescence dequenching. inhibition, % at 10 µM. 0.085% of 200,000 active. AID 1385;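 active means inhibition above 40% at the single screening dose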;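 further: 0% = DMSO control wells and 100% = blanks with heterologous ssDNA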
Target sequence (Q06609 whole entry, looked up): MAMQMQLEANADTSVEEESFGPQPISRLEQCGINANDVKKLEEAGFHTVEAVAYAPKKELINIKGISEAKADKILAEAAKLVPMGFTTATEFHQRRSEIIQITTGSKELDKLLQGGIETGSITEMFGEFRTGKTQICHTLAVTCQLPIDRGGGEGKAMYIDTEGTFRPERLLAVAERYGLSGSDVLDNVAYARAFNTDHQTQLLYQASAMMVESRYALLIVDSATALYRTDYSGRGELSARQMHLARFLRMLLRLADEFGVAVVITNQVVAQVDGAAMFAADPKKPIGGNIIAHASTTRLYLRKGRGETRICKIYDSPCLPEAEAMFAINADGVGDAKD
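System: hRad51 filaments on single-stranded DNA; reagent: Fluorescein- and BHQ1-tagged 47-mer duplex; compound dosing: one concentration, 10 µM final; timing: filaments 15 min 37 °C, then compound 30 min; measured by: fluorescein emission 520 nm, excitation 485 nm; benchmarks: per-plate controls and blanks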
eIF4E-4G inh: blocks eIF4E binding to eIF4G; P63073+Q04637; inhibition, % at 21.7 µM; AID 782; TR-FRET eIF4E-eIF4GI(517-606) binding, 2 h; 0.37% of 220,000 active;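 active means inhibition above about 30%, limit read from the data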;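 further: 0% = full FRET control wells and 100% = background wells lacking eIF4GI fragment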
m-calpain inh: calpain II (pig) inhibition. purified calpain II, fluorogenic peptide substrate, 30 min. inhibition, % at 16 µM. 0.37% of 220,000 active;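 active means inhibition above about 50%, limit read from the data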
zVAD death inh: blocks zVAD induced death of L929 cells. L929 zVAD necroptosis rescue, ATP luminescence, 24 h; with zVAD 60 µM. viability rescue, % at 10 µM. 0.38% of 220,000 active;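 active means activation, scaled between plate controls, above about 75%, limit read from the data; inactive means activation under that limit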;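 further: 0% = zVAD with DMSO and 100% = DMSO alone without zVAD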
EP2 antag: blocks the human prostaglandin E2 receptor EP2. C6 glioma cells expressing human EP2, cAMP TR-FRET; cells stimulated with saturating PGE2. inhibition, % at 25 µM. 0.52% of 260,000 active. AID 1422. P43116;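 active means percent inhibition above 40 after rounding to a whole number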;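 further: rat C6 glioma host cells with rolipram phosphodiesterase inhibitor present; the protocol text gives 20 µM as final concentration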
EP2 modulator: modulators of human EP2 prostaglandin E2 receptor; 0.83% of 260,000 active; EP2-expressing cells, cAMP HTRF FRET, PGE2 co-stimulation; P43116; AID 940; induction, % at 25 µM;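 active means compounds whose cAMP rise, as percent of the full-agonist control response, exceeds 60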;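 further: rat C6 glioma line stably carrying human EP2 under a CMV promoter; the protocol text gives 20 µM as final concentration; 100% = response of wells given 1 µM PGE2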
Hck Nef HTS: inhibitors of human Hck kinase activated by Nef | P08631 | Recombinant Hck-YEEI plus Nef, Z-Lyte FRET kinase assay | inhibition, % at 20 µM | 0.68% of 220,000 active | AID 463187;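 active means Hck-Nef kinase inhibition above about 50%, limit read from the data; inactive means inhibition below that limit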;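 further: 0% = DMSO with Hck plus Nef and 100% = Hck alone without Nef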
Target sequence (P08631 whole entry, looked up): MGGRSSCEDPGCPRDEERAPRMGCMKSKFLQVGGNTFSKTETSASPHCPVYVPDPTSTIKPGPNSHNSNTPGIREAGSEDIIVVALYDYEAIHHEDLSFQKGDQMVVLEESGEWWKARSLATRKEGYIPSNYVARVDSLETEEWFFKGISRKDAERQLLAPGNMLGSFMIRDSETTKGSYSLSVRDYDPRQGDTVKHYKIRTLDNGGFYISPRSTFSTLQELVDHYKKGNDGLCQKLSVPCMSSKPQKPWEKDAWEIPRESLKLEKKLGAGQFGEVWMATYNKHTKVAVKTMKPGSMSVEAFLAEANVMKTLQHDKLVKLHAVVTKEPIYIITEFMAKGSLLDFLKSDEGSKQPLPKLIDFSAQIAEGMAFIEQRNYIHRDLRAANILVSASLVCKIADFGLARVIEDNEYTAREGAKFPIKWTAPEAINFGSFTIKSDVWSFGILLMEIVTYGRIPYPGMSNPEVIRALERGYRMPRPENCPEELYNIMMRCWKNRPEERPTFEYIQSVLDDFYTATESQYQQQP
TbHK1 inh: blocks Trypanosoma brucei hexokinase 1 activity. recombinant TbHK1, G6PDH-coupled NADH A340. inhibition, % at 10 µM. 0.11% of 220,000 active;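 active means inhibition of 50% or more in the single-dose primary screen; inactive means inhibition below 50%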
14-3-3 Bad PPI: disrupts binding of bovine 14-3-3 zeta to phospho-Bad peptide. TR-FRET 14-3-3zeta/Dy647-pBad peptide displacement, 1 h. 0.71% of 220,000 active. AID 781. inhibition, % at 21.7 µM. P63103;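 active means inhibition above about 70%, limit read from the data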;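 further: 0% = full 14-3-3 plus peptide FRET controls and 100% = background without 14-3-3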
* = called active by the depositor; x = no result given; & = joins results of further samples; [ ] = remark or other dose.

item | SMILES | Rad51 HR inh | eIF4E-4G inh | m-calpain inh | zVAD death inh | EP2 antag | EP2 modulator | Hck Nef HTS | TbHK1 inh | 14-3-3 Bad PPI
1 | CCOC(=O)/C(=C\c1cn(C)c2ccccc12)[N+](=O)[O-] | x | -2 | 16 | 1.3 | 42* | -90 | 6 | 21 | 8[fluorescence artefact?]
2 | C=CCN1C2=NCCCN2c2ccccc21 | -12 | 2 | 8 | 0.1 | 5 | -15 | 1 | -12 | -2
3 | CCOC(=O)c1[nH]c2cc(OC)c(OC)cc2c1NC(=O)c1nonc1C | -2 | -1 | -25 | 0.8 | 3 | 6 | -1 | -7 | -8
4 | CCCNC(=O)COC(=O)c1cc(-c2ccc(OC)cc2)nc2ccccc12 | -2 | 4 | -88 | 0.6 | 2 | -46 | 17 | -1 | -1
5 | CC(C)n1c(=S)[nH]c2c1c(=O)[nH]c(=O)n2C | 4 | 23 | 15 | -0.3 | 5 | 17 | -3 | 10 | 0
6 | COc1cccc(NC(=O)CC(C)=O)c1 | 10 | 15 | -7 | 0.0 | 6 | 9 | 5 | 9 | -5
7 | CN(C(=O)CSc1nc2cc(Cl)ccc2c(=O)n1Cc1ccco1)C1CCS(=O)(=O)C1 (stereo not drawn) | 5 | 1 | 6 | -1.0 | 5 | -15 | 29 | -5 | -13
8 | Cc1cc(C)cc(N(CC(=O)N2CCn3c2nc2ccccc23)S(=O)(=O)c2c(C)noc2C)c1 | 14 | -3 | -28 | -0.2 | 10 | 15 | 2 | -13 | 5
9 | CCc1nnc(NC(=O)Cn2nc(-c3ccc(OC)c(OC)c3)ccc2=O)s1 | -7 | 9 | -10 | -0.9 | 13&7 | -5&17 | -13 | -13 | -15
10 | Cc1cc(NC(=S)Nc2ccc(C)c(Cl)c2)n[nH]1 | 14 | -8 | 2 | 1.4 | 8 | 1 | 8 | -2 | -10
11 | CC(=O)COC(=O)c1cc(-c2ccc(C)cc2)nc2ccccc12 | 9 | 0 | -102 | 0.6 | 12&7 | -47&2 | 18 | -2 | 3
12 | CCc1cc2c(SCC#N)ncnc2s1 | -2 | 1 | 21 | 0.2 | 10 | 7 | -8 | -6 | -4
13 | Cc1ccc(-n2nc3c(c2NC(=O)CCC2CCCCC2)CS(=O)C3)cc1 (stereo not drawn) | 1 | -1 | -4 | -0.5 | 9 | 32 | 2 | -3 | 3
14 | Fc1ccccc1Nc1n[nH]c(=S)s1 | -8 | 5 | -14 | 2.0 | 10 | 1 | 20 | -5 | -3
15 | Cc1ccn2c(NC(=O)c3ccco3)c(-c3ccccc3)nc2c1 | 7 | 0 | -19 | -1.0 | 7 | 9 | 6 | -7 | 0
16 | Cc1cc(N/N=C/c2ccc(N(C)C)cc2)nc(NCc2ccccc2)n1 | x | -4 | -3 | 0.0 | 11 | -34 | 20 | -2 | -9
17 | CN(C)c1nnnn1-c1cccc(Oc2ncc(C(F)(F)F)cc2Cl)c1 | 12 | 1 | 4 | 0.7 | 4 | -56 | 10 | 1 | -9
18 | CC(=O)c1c(C)[nH]c(C(=O)NCc2cccs2)c1C | -2 | -5[fluorescence artefact?] | -3 | 1.1 | 13 | 7 | 8 | 1 | 2[fluorescence artefact?]
19 | COc1cc(C(=O)OCC(=O)Nc2c(F)c(F)c(F)c(F)c2F)cc(OC)c1OC | -3 | -3 | -24 | 0.5 | 11 | 10 | -1 | -5 | -13
20 | O=C(NC1CCCC1)C(NS(=O)(=O)c1cccc2nsnc12)c1ccccc1 (stereo not drawn) | -6 | -11 | 19 | 0.0 | 9 | 9 | 0 | -17 | -7
21 | Cc1cc(Cl)c(S(N)(=O)=O)cc1OCC(N)=O | 4 | 2[fluorescence artefact?] | -11 | 0.2 | 10 | 29 | 13 | 5 | 11
22 | Cc1onc(-c2c(F)cccc2Cl)c1C(=O)NCCc1ccc(S(N)(=O)=O)cc1 | 2 | -1[fluorescence artefact?] | -9 | 0.0 | 9 | -5 | 8 | 6 | 1
23 | CCOC(=O)c1sc(=NC(=O)/C=C/c2cccs2)n(C)c1C | -20 | -3 | -33 | 2.8 | 5 | 19 | 11 | -6 | 3
24 | O=C(c1ccccc1)N1CCN(C(=O)C23CC4CC(CC(C4)C2)C3)CC1 | -8 | -6 | 10 | 0.4 | 10 | 1 | 2 | 3 | 13
25 | c1ccc(Cn2nnnc2CN2CCOCC2)cc1 | -3 | -3 | 0 | 0.1 | 9&9 | -6&-8 | 1 | 5 | 11
26 | Cc1c(Br)c(C(F)(F)F)nn1CC(=O)NCCN1CCOCC1 | -8 | -7 | -10 | 0.2 | 1 | -4 | 0 | 2 | 7
27 | COc1ccc(N2Cc3cccc(C(=O)N4CCOCC4)c3C2=O)cc1 | 4 | 3 | -11 | -0.1 | 11 | 9 | 1 | 3 | 3
28 | Cc1ccc(S(=O)(=O)N(C)C2(C)CCS(=O)(=O)C2)cc1 (stereo not drawn) | -4 | 2[fluorescence artefact?] | -25 | -0.3 | 3 | 21 | 0 | -1 | -9[fluorescence artefact?]
29 | COCCNC(=O)CN(c1cc(C(F)(F)F)ccc1Cl)S(C)(=O)=O | -1 | 0 | -19 | 0.6 | 10 | 20 | 0 | 7 | -3
30 | O=C1N/C(=C/c2ccc(N3CCOCC3)cc2)C(=O)N1Cc1ccc(F)cc1 | -10 | -3 | -28 | -0.2 | 7 | -23 | 1 | -9 | 3[fluorescence artefact?]
31 | Cn1c2c(c(=O)n(C)c1=O)CN(CC1CCCO1)CN2 (stereo not drawn) | 0 | -1 | -33 | -0.1 | 3&6 | 13&-4 | 3 | 1 | 4
32 | [O-]C1=N/[N+](=C/c2ccc(Cl)c(Cl)c2)CC1 | -7 | -2 | 7 | 1.0 | 14 | 14 | 0 | -54 | -3
33 | COc1cc(NC(=O)c2ccc([N+](=O)[O-])cc2)ccc1NC(=O)C(C)C | x | 6 | 21 | -0.2 | 3 | -1 | 2 | -9 | 2
34 | Cc1cccc(NC(=O)CSc2nnc(C)c(=O)n2N)c1 | -4 | -1 | -20 | 3.1 | 6 | 43 | 6 | 0 | 0
35 | COc1ccccc1-c1ccc(SCc2ccccc2F)nn1 | 6 | -4 | 6 | 0.9 | 4 | 38 | 19 | -1 | -12
36 | Cc1cccc(CCN(C(=O)Cc2cccs2)C(C(=O)NC2CCCCC2)c2cccnc2)c1 (stereo not drawn) | 1 | 5 | -4 | -0.4 | 8 | 37 | 1 | -2 | -10
37 | O=C(O)c1cccnc1SCc1ccccc1Cl | -11 | 1 | 10 | -0.7 | 7 | 20 | 9 | 2 | 14
38 | Clc1ccc(-c2csc(N3CCC(c4ccccc4)C3)n2)cc1 (stereo not drawn) | 10 | 8 | 25 | 0.0 | 9 | 7 | 2 | -1 | -4
39 | CSC1=N/C(=C\c2ccccc2C)C(=O)S1 | -28 | -1 | 1 | 0.4 | 9 | 29 | 27 | -12 | 2
40 | COc1ccc(N=C2C(=O)N3CCCc4cccc2c43)cc1 | x | -6 | -1 | 0.3 | 15 | 5 | 2 | -1 | -14
41 | Cc1ccc(NC(=O)N2CCCN(Cc3ccc(F)cc3)C2)cc1C | -5 | -3 | -23 | 0.7 | 15 | -14 | -2 | -1 | -6
42 | COc1ccc(C(=O)NC(=S)Nc2ccc3c4c(cccc24)CC3)cc1OC | 2 | 10 | -49 | 0.6 | 4 | 24 | 1 | -14 | -7[fluorescence artefact?]
43 | CCOC(=O)C(CC)(CC)C(=O)/C=C/c1ccc(OC)cc1 | -12 | -1 | 9 | 0.4 | 6 | 9 | -3 | -30 | 4
44 | CCOc1ccccc1NC(=O)CC1SC(=N)N(c2ccccc2)C1=O (stereo not drawn) | 7 | -3 | 14 | 3.0 | 12&4 | -26&-23 | -4 | -3 | -4
45 | CCN(CCn1cccn1)Cc1nc(-c2ccc(C(=O)OC)cc2)no1 | x | 2 | -14 | 0.1 | 7 | -24 | 3 | -4 | 0
46 | Cc1nc(N)sc1C(=O)OCC(C)C | -8 | 5 | 28 | 0.3 | 5 | 7 | -25 | 15 | 4
47 | Clc1ccc(SCc2cc(-c3ccccc3)no2)cc1 | -10 | 7 | 9 | 0.4 | 11 | -18 | 0 | 4 | -5
48 | C#CCSc1nnc(-c2ccc([N+](=O)[O-])cc2)o1 | 3 | 7 | 7 | 5.0 | 3 | 9 | 26 | -10 | -12
49 | Cn1cccc1/C=N/n1cnnc1 | 6 | 6 | 27 | 1.2 | 6 | 0 | 4 | -18 | -5
50 | Cc1cnc(NC(=O)c2c(O)c3cccc4c3n(c2=O)CCC4)s1 | 0 | -6 | -314 | 0.7 | 8 | 2 | 3 | -13 | -4

(more compounds)
item | SMILES | Rad51 HR inh | eIF4E-4G inh | m-calpain inh | zVAD death inh | EP2 antag | EP2 modulator | Hck Nef HTS | TbHK1 inh | 14-3-3 Bad PPI
51 | COC(=O)c1c(-c2ccc3ccccc3c2)csc1NC(=O)Cc1ccc(OC)c(OC)c1 | x | -8 | -102 | -0.1 | x | 17 | -2 | -5 | -5
52 | CC(C)NS(=O)(=O)c1ccc2c(c1)oc(=O)n2C | 8 | 0[fluorescence artefact?] | -13 | 2.2 | 7 | 3 | -5 | -1 | 12
53 | CCC(=NC(CC)CO)C1=C(O)CC(C)(C)CC1=O (stereo not drawn) | 1 | 5 | 0 | -0.4 | 12 | -10 | 0 | 1 | -4
54 | Cc1ccc(-n2c(SCC(=O)NCc3ccco3)nc3sc4c(c3c2=O)CC(C)(C)SC4)cc1 | -5 | -21 | 22 | 0.7 | 14 | 42 | 0 | -4 | -25

An excerpt from above in order of length of the SMILES, high to low.
item | SMILES | Rad51 HR inh | eIF4E-4G inh | m-calpain inh | zVAD death inh | EP2 antag | EP2 modulator | Hck Nef HTS | TbHK1 inh | 14-3-3 Bad PPI
54 | Cc1ccc(-n2c(SCC(=O)NCc3ccco3)nc3sc4c(c3c2=O)CC(C)(C)SC4)cc1 | -5 | -21 | 22 | 0.7 | 14 | 42 | 0 | -4 | -25
51 | COC(=O)c1c(-c2ccc3ccccc3c2)csc1NC(=O)Cc1ccc(OC)c(OC)c1 | x | -8 | -102 | -0.1 | x | 17 | -2 | -5 | -5
42 | COc1ccc(C(=O)NC(=S)Nc2ccc3c4c(cccc24)CC3)cc1OC | 2 | 10 | -49 | 0.6 | 4 | 24 | 1 | -14 | -7[fluorescence artefact?]
44 | CCOc1ccccc1NC(=O)CC1SC(=N)N(c2ccccc2)C1=O (stereo not drawn) | 7 | -3 | 14 | 3.0 | 12&4 | -26&-23 | -4 | -3 | -4
41 | Cc1ccc(NC(=O)N2CCCN(Cc3ccc(F)cc3)C2)cc1C | -5 | -3 | -23 | 0.7 | 15 | -14 | -2 | -1 | -6
43 | CCOC(=O)C(CC)(CC)C(=O)/C=C/c1ccc(OC)cc1 | -12 | -1 | 9 | 0.4 | 6 | 9 | -3 | -30 | 4
48 | C#CCSc1nnc(-c2ccc([N+](=O)[O-])cc2)o1 | 3 | 7 | 7 | 5.0 | 3 | 9 | 26 | -10 | -12
40 | COc1ccc(N=C2C(=O)N3CCCc4cccc2c43)cc1 | x | -6 | -1 | 0.3 | 15 | 5 | 2 | -1 | -14
52 | CC(C)NS(=O)(=O)c1ccc2c(c1)oc(=O)n2C | 8 | 0[fluorescence artefact?] | -13 | 2.2 | 7 | 3 | -5 | -1 | 12
47 | Clc1ccc(SCc2cc(-c3ccccc3)no2)cc1 | -10 | 7 | 9 | 0.4 | 11 | -18 | 0 | 4 | -5
46 | Cc1nc(N)sc1C(=O)OCC(C)C | -8 | 5 | 28 | 0.3 | 5 | 7 | -25 | 15 | 4
49 | Cn1cccc1/C=N/n1cnnc1 | 6 | 6 | 27 | 1.2 | 6 | 0 | 4 | -18 | -5

Screening results as filed in PubChem.

These rows are one share of the data (hit frequency here may not be typical).
